# M4 ag: human M4 muscarinic receptor agonists, primary screen, CHO-K1 cells, Fluo-8 calcium fluorescence. Muscarinic acetylcholine receptor M4 (Homo sapiens), P08173. CHO-K1 hM4/Gqi5; vehicle 0%, full acetylcholine response 100%. activation, % at 3 µM. actives 0.14% (n = 360,000). AID 624127, 2012;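 active = activation above the run mean over all test wells plus 3 SD, cut at about 32% in these data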;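 also: peak over basal fluorescence ratio per well then scaled between controls; 0% = DMSO wells and 100% = acetylcholine at EC100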
# Target sequence (P08173 whole entry, looked up): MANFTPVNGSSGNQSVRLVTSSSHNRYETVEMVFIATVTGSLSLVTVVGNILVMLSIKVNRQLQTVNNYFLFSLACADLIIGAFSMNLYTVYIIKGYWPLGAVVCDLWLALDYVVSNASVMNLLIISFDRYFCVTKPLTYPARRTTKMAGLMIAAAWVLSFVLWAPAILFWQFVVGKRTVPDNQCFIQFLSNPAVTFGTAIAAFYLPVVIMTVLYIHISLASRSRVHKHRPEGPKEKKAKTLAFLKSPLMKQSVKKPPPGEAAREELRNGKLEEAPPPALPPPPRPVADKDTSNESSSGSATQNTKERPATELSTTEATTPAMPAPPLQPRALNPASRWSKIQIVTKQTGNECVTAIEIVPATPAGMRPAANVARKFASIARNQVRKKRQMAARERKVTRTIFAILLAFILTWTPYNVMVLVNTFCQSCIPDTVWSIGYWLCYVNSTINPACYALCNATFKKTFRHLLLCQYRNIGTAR
# CRFR2-BP ag: agonists of CRF-BP/CRF-R2 complex, primary screen, cell-based, HEK293, calcium dye fluorescence, uHTS; calcium dye fluorescence (FLIPR); percent of saturating CRF peptide response; CRF-binding protein / CRF receptor 2 complex (human); AID 588473, 2011; actives 0.46% (n = 350,000); activation, % at 13.2 µM;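 active = activation of at least 50%, plus an integration ratio under a set limit after plate pattern correction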;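 also: plate controls were neutral control wells without compound for no effect and CRF at EC100 for full effect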
# M5 PAM: human M5 muscarinic receptor positive allosteric modulators, primary screen, CHO-K1 cells, Fluo-8 calcium fluorescence; Muscarinic acetylcholine receptor M5 (Homo sapiens), P08912; CHO-K1 hM5, ACh EC20 PAM; 0% = ACh EC20, 100% = ACh EC100; activation, % at 3 µM; actives 0.3% (n = 360,000); AID 624038, 2012;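 active = activation above the run cutoff, the mean activation of all test compounds plus 3 SD, cut at about 18% in these data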
# Target sequence (P08912 whole entry, looked up): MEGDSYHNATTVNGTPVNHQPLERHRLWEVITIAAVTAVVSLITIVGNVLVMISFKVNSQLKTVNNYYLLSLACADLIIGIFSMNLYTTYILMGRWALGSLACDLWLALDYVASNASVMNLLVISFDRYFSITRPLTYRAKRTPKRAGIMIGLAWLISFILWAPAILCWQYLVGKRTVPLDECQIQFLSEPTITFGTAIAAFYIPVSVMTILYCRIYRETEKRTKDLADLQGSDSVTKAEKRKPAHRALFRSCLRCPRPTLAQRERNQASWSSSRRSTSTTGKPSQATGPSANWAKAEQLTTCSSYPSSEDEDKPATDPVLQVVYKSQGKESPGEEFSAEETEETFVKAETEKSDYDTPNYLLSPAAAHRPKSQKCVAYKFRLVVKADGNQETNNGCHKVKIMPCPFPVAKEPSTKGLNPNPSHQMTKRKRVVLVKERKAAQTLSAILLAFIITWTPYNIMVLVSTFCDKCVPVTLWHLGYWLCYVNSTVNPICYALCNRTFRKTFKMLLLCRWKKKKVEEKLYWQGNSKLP
#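 Measured by: Fluo-8 calcium fluorescence; material: human M5 receptor in CHO-K1 cells; schedule: Post-acetylcholine fluorescence recording 140 s; benchmarks: low control EC20 acetylcholine (0%), high control EC100 acetylcholine (100%); read-out: Max/basal fluorescence ratio as % of EC20–EC100 ACh window; compound: single dose, 3 µM nominal final test concentration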
# IDE cell inh: human IDE inhibitors in live cells, primary screen, fluorescence polarization, HEK cells, FAbetaB substrate | Insulin-degrading enzyme (Homo sapiens), P14735 | FAbetaB cleavage | inhibition, % at 5.59 µM | actives 0.41% (n = 320,000) | AID 434962, 2010;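 active = percent inhibition above the average of all tested compounds plus 3 SD, set per screening campaign, cut at about 16% in these data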;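 also: IDE supplied by intact live HEK cells; FP after avidin binding of uncleaved biotin substrate so inhibition keeps polarization high; 0% = DMSO wells and 100% = 60 µM reference IDE inhibitor Ii1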
# M5 antag: human M5 muscarinic receptor antagonists, primary screen, CHO cells, Fluo-8 calcium fluorescence; inhibition, % at 3 µM; CHO-hM5 cells, ACh EC80; actives 0.59% (n = 360,000);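 active = inhibition above a per-plate cutoff, the mean of that plate's test compounds plus 3 SD, cut at about 27% in these data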;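 also: 0% = acetylcholine EC80 with DMSO and 100% = DMSO without agonist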
# CHRM5 agonist: human M5 muscarinic receptor agonists, primary screen, CHO-K1 cells, Fluo-8 calcium fluorescence | AID 624037, 2012 | Muscarinic acetylcholine receptor M5 (Homo sapiens), P08912 | activation, % at 3 µM | actives 0.19% (n = 360,000) | CHO-K1 hM5 cells; 0% DMSO wells, 100% maximal acetylcholine response;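 active = activation above the run's mean over test compounds plus 3 SD, cut at about 23% in these data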;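 also: signal is peak over basal fluorescence ratio across the kinetic read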
# CHRM4 PAM: human M4 muscarinic receptor positive allosteric modulators, primary screen, CHO-K1 cells, Fluo-8 calcium fluorescence | Muscarinic acetylcholine receptor M4 (Homo sapiens), P08173 | CHO-K1 hM4/Gqi5, ACh EC20; 0% = ACh EC20, 100% = maximal ACh | activation, % at 3 µM | actives 0.4% (n = 360,000);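 active = activation above its plate's cutoff, the mean activation of sample wells plus 3 SD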; also: some results filed as inactive read as strong as hits
# CRFBP-R2 block: antagonists of CRF-BP/CRF-R2 complex, primary screen, cell-based, HEK293, calcium dye fluorescence, uHTS. actives 0.59% (n = 350,000). inhibition, % at 11.8 µM. CRF-induced calcium fluorescence;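 active = inhibition of the ligand-induced calcium signal above about 50% at the single tested concentration, limit read from the data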
# M4 antag: human M4 muscarinic receptor antagonists, primary screen, CHO cells, Fluo-8 calcium fluorescence; Muscarinic acetylcholine receptor M4 (Homo sapiens), P08173; CHO-hM4 cells, ACh EC80; inhibition, % at 3 µM; actives 0.73% (n = 360,000); AID 624125, 2012;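 active = inhibition above its plate's cutoff, the mean inhibition of sample wells plus 3 SD, cut at about 27% in these data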;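 also: 0% = acetylcholine EC80 with DMSO and 100% = DMSO without agonist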
# * = called active by the depositor; . = no result given; & = joins results of further samples.
SMILES,M4 ag,CRFR2-BP ag,M5 PAM,IDE cell inh,M5 antag,CHRM5 agonist,CHRM4 PAM,CRFBP-R2 block,M4 antag
Cn1cccc1C1CCCN1CC(=O)Nc1ccc(C#N)c(Cl)c1 (stereo not drawn),4,8.9,-7,1,20,-2,-1,-15,-1
COC(=O)C1=C(c2cc3ccccc3s2)C[C@@H]2CC[C@H]1N2C(=O)NCCNC(C)=O,-1,-1.6,-6,-1,19,-7,-6,-4,19
COCCn1c(O)c(/C=N/NC(=O)CSC(=S)N2CCCC2)c(=O)[nH]c1=S,3,0.4,7,1,1,-1,0,5,2
CCC(=O)OC(Cc1ccccc1)(c1ccccc1)C(C)CN(C)C (stereo not drawn),1,0.1,-5,.,2,0,-6,7,5
O=C(Cn1ncn2c(cc3cc(F)ccc32)c1=O)N1CCC2(CC1)OCCO2,0,-0.8,-3,-1,7,-1,1,-4,6
COC(=O)C1=C(c2c(C)noc2C)C[C@@H]2CC[C@H]1N2C(=O)NCCNC(C)=O,1,-1.7,0,7,-1,3,7,6,-20
CCCC(C)C1(CC)C(=O)NC(=Nc2ccccc2OC)NC1=O (stereo not drawn),0,-3.9,3,2,-10,-2,6,-8,-5
CC(=O)N1Cc2cnnn2-c2ccccc2C1(C)C#N (stereo not drawn),0,0.7,-3,.,11,1,1,-8,8
O=C(Cc1ccccc1)OCc1ccccc1,0,-3.9,2,-2,-2,-2,3,2,-9
COC(=O)C1=C(c2ccc(F)cc2OCc2ccccc2)C[C@@H]2CC[C@H]1N2C(=O)NCc1ccc([N+](=O)[O-])cc1,15,5.0,-27,5,15,-6,-13,6,14
Cc1cccc(CS(=O)(=O)Cc2ccc(C(=O)N3CCC4(CC3)OCCO4)o2)c1,2,-1.6,-1,3,-3,2,20,38,-8
CCCCn1c(=O)c(C(=O)Nc2ccccc2Cl)c(O)c2ccccc21,1,2.4,-2,-2,4,-1,-1,-18,-6
C=CCC1(Nc2ccccc2)CC(C)N(C)CC1C (stereo not drawn),1,34,-35,-1,52*,-21,-51,-3,49*
COc1cccc(NC2=NCCCS2)c1,1,0.0,1,0,5,-8,-5,1,1
CP(=O)(Nc1ccccc1)C(Cl)(Cl)Cl (stereo not drawn),0,1.0,1,1,8,4,-5,18,12
Cn1c(O)c(C(=Nc2ccccc2)SCc2ccc(Cl)cc2)c(=O)n(C)c1=O,0,6.3,11,-2,-9,6,-2,-7,1
CCCCn1nc(C)c(C(=O)O)c1Cl,0,-0.4,2,0,11,-5,1,-5,10
S=P(Nn1cnnc1)(c1ccccc1)c1ccccc1,0,0.6,1,-2,3,-1,-6,9,14
Cc1ccccc1-n1c(-c2ccco2)nc2ccccc2c1=O,2,-0.7,2,9,-4,1,-1,22,1
CN1CCN(C(=O)COc2ccc(N(C)S(=O)(=O)c3ccc(F)cc3)cc2)CC1,2,1.1,-3,-1,8,0,3,2,6
COc1ccc(/C=C2\C(=O)NC(=O)N(CCC3=CCCCC3)C2=O)c(OC)c1,0,5.2,0,5,-1,-1,-5,-13,3
O=C1N=c2ccccc2=C/C1=C\c1c(O)[nH]c(=S)[nH]c1=O,2,2.1,-8,7,4,-1,-6,17,4
O=C1CC(=O)N(Cc2ccccc2)C(=S)N1,1,4.4,7,6,-1,2,5,8,5
CN1C(=O)C(=Cc2ccccc2OCc2ccc(C(=O)O)cc2)C(=O)N(C)C1=O,1,0.3,-5,-3,10,0,7,-8,-2
c1ccc(C2(NC3=NCCO3)CCCCC2)cc1,0,32,-2,.,-7,-3,-1,8,-10
COc1ccc2c(c1)C(c1ccc(N(CCCl)CCCl)cc1)=NCC2,14,9.8,2,.,1,-5,-11,-46,0
CCOC(=O)C1=C(N)Oc2cc(C)oc(=O)c2C12C(=O)N1c3c(cccc32)C(C)CC1(C)C (stereo not drawn),2,-1.9,-1,0,0,-1,11,5,-10
C[C@H]1CCC/C=C/[C@@H]2C[C@H](O)C[C@H]2[C@H](O)/C=C/C(=O)O1,1&1,0.1&0.3,-7&-1,-1&5,3&2,0&0,-6&1,4&8,3&3
Cc1cccc(-n2c(O)c(C=Nc3ccc(Br)cn3)c(=O)[nH]c2=O)c1,1,5.8,9,2,-3,1,1,-14,5
Cc1cccc(-n2c(O)c(C=NCCCN3CCOCC3)c(=O)[nH]c2=O)c1C,0,-0.8,4,1,3,3,10,-15,-5
COc1cccc(NC(=O)N2CCC3(CC2)OCCO3)c1,2,1.0,2,2,0,-1,9,14,-7
O=C(NC(=C(Cl)Cl)P(=O)(c1ccccc1)c1ccccc1)c1ccccc1,0,-1.4,6,-1,-6,0,18,6,3
CCN(CC)C(=O)c1ccc(NC(=S)NC(=O)CCc2ccccc2)cc1,7,-0.7,-6,-4,11,-3,4,7,-17
CCOC(=O)C1(Cc2ccc(Cl)cc2)CCN(C(C)CCn2cccn2)CC1 (stereo not drawn),4,0.4,-10,1,8,-10,-11,-8,5
C=CCn1c(O)c(/C(CC)=N/NC(=S)Nc2ccccc2)c(=O)[nH]c1=O,1,-0.1,1,7,-2,-2,5,-7,-9
C[C@H]1[C@@H](OS(=O)(=O)O)C[C@@H]2C[C@H]([C@@H](O)c3cc(=O)[nH]c(=O)[nH]3)NC3=NC[C@H]1N32,2,-2.6,-2,.,2,4,-2,13,-10
COc1cccc(C(=O)C2CCCN(Cc3ccc4nsnc4c3)C2)c1 (stereo not drawn),1,-1.1,-4,5,4,-17,-15,-18,0
CNC(=O)Oc1ccc(C(=O)N2c3ccccc3NC(=O)C2C)cc1 (stereo not drawn),1,-1.6,-6,2,6,-3,7,8,-11
CC12Cc3cn[nH]c3C=C1CCC1C2CCC2(C)C1CCC2(C)O (stereo not drawn),1,-0.8,-6,.,11,-4,3,-24,-3
O=C(N/N=C/c1c(O)n(Cc2ccc(F)cc2)c(=O)[nH]c1=O)c1ccccc1,1,0.8,1,2,-4,4,2,-2,1
Cc1cc(=O)oc2cc(OCC(=O)N3C[C@H]4C[C@@H](C3)c3cccc(=O)n3C4)ccc12,2,-0.8,-1,3,1,3,7,-3,-12
CCCCn1c(C)c(C(=O)O)c2cc(OC)c3ccccc3c21,7,-1.4,-6,1,10,-1,-7,7,-7
CCN(CC)C(=O)c1ccc(NC(=O)COc2ccc(-c3nn(C)c(=O)c4ccccc34)cc2)cc1,5,0.9,3,3,3,4,10,-11,-3
Cc1ccccc1N1C(=O)NC(=O)/C(=C/c2ccc(N3CCOCC3)o2)C1=O,7,29,4,27*,1,10,-3,-21,6
O=C(c1ccc(Cl)cc1)N1CCC2(CC1)OCCO2,0,1.5,1,6,9,0,-2,-3,1
CCCCn1nnnc1C(c1cccc(OC)c1OC)N1CCC2(CC1)C(=O)NCN2c1ccccc1 (stereo not drawn),17,.,-11,.,3,3,-8,.,-1
COc1cc(/C=C2\C(=O)NC(=O)N(c3ccccc3)C2=O)cc(OC)c1O,2,4.6,0,3,-3,3,5,-10,2
O=c1[nH]c(=O)n(Cc2ccccc2Cl)c(O)c1C=Nc1ccc(F)cc1,1,3.7,8,2,-4,1,2,-24,-1
NS(=O)(=O)c1ccc(-c2ccc(C=C3C(=O)NC(=O)NC3=O)o2)cc1,1,1.0,9,4,4,0,11,-5,-5
CC(Cc1ccccc1)/[N+]([O-])=C\c1ccc(C(F)(F)F)cc1 (stereo not drawn),-1,-4.7,6,3,6,-9,-3,-6,-3
COC(=O)C1=C(c2cccc(OCc3ccccc3)c2)C[C@@H]2CC[C@H]1N2C(=O)NCc1ccccc1,3,1.0,-15,-2,19,-9,-3,16,-1
CCN(CC)CCCC(C)N=C(c1ccccc1)c1c(O)n(C)c(=O)n(C)c1=O (stereo not drawn),1,1.4,1,1,0,-4,1,6,2
CCCCn1c(O)c(C(CC)=NCCN2CCOCC2)c(=O)[nH]c1=O,-1,-0.7,3,6,-5,2,1,8,14
COc1ccccc1OCC(=O)N1CCCC(N2CCN(c3ccc(F)cc3)CC2)C1 (stereo not drawn),1,0.0,-3,.,2,-5,-3,4,5
NC(Cc1ccccc1)c1nn[nH]n1 (stereo not drawn),0,-2.1,-11,.,30*,-2,0,-2,-2
Cc1ccsc1C(=O)C1CCCN(CCO)C1 (stereo not drawn),1,17,6,-4,-4,-9,-1,6,-11
Cc1cccc(NC(=O)C(C)N2CC=C(c3ccccc3)CC2)c1 (stereo not drawn),7,-0.9,-17,6,8,-13,-8,-5,-8
CCCCn1c(O)c(/C(C)=N/NC(=O)Nc2ccccc2)c(=O)[nH]c1=O,-1,0.9,-5,-2,5,-1,6,-3,-3
C=CCN1CC[C@]23c4c5ccc(O)c4OC2C(O)C=CC3[C@H]1C5 (stereo partly drawn),0,-0.8,1,4,3,2,2,-12,-15
O=C(COc1ccc(Cl)cc1)N(c1ccccc1Cl)C1CN2CCC1CC2 (stereo not drawn),6,1.9,-32,1,12,-19,-39,-11,11

# Part of the list above in a different format:
# Values in the order – M4 ag | CRFR2-BP ag | M5 PAM | IDE cell inh | M5 antag | CHRM5 agonist | CHRM4 PAM | CRFBP-R2 block | M4 antag
C=CCN1CC[C@]23c4c5ccc(O)c4OC2C(O)C=CC3[C@H]1C5 (stereo partly drawn)
  0 | -0.8 | 1 | 4 | 3 | 2 | 2 | -12 | -15
NS(=O)(=O)c1ccc(-c2ccc(C=C3C(=O)NC(=O)NC3=O)o2)cc1
  1 | 1.0 | 9 | 4 | 4 | 0 | 11 | -5 | -5

# (list continues)
SMILES,M4 ag,CRFR2-BP ag,M5 PAM,IDE cell inh,M5 antag,CHRM5 agonist,CHRM4 PAM,CRFBP-R2 block,M4 antag
C[N+](C)(C)CC1CCCC1=O (stereo not drawn),1,1.1,-6,.,15,2,5,-5,-9
CC(=O)N1CCCSC1=Nc1ccccc1,3,-3.6,-4,0,6,-9,0,7,0
O=C1NC(c2cccnc2)Nc2sc3c(c21)CCCC3 (stereo not drawn),0,0.4,2,0,-5,-1,11,-10,-9
CC(C)COC(=O)N1Cc2ccccc2-n2nncc2C1,1,2.2,5,.,-2,1,4,14,-21
CN(C)C(CNC(=O)Cc1c(Cl)cccc1Cl)c1ccccc1 (stereo not drawn),1,-0.6,-16,3,41*,-12,-20,-4,17
C=CCN1C(=O)/C(=C/c2cc(C)n(-c3cccnc3)c2C)C(=O)NC1=S,0,8.3,1,4,8,-1,0,-23,9
C=C1C(=O)O[C@H]2[C@H]1[C@H](OC(=O)CC(=O)O[C@@H]1C[C@@H](C)[C@@H]3C=CC(=O)[C@@]3(C)[C@H]3OC(=O)C(=C)[C@H]13)C[C@@H](C)[C@H]1C=CC(=O)[C@]12C,2,0.0,-6,-4,13,2,-1,7,9
CC1CN(c2ccc([N+](=O)[O-])cc2Cl)CCN1 (stereo not drawn),2,-1.3,-5,-6,14,-3,0,-9,-11

# Screening data: PubChem BioAssay, several laboratories

# A portion of the library (hit frequency here may not be typical).
